Lipid storage S3 = qHTS Assay for Lipid Storage Modulators in Drosophila S3 Cells; Potency in µM for hits, for the others lipid storage change, negative = inhibition, % at the top dose, mostly 46.1 µM; AID 2685; Drosophila S3 cells, BODIPY lipid droplet fluorescence, 18-24 h; cells fed with added oleic acid; 320,000 tested, 0.64% active; active = well fitted inhibition curve with a large enough effect in the signal ratio, with a control signal flat, not every such curve was filed as active; inconclusive = small, poorly fitted or top-dose-only effect, or effect the other way, or a change in a side signal; the % refers to the signal ratio
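Drosophila S3 cells loaded with oleic acid (400 uM, as added) and compounds at several concentrations; lipid droplets imaged by 488-nm laser-scanning cytometry, 500–530 nm intensity and object ratio to cell channel. Percent activity normalized to 20 uM Triacsin C.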
Lipid storage S3 cell count max = second read-out of Lipid storage S3, no call of its own (marks repeat the call); cell number change, %; measured here: cell count max response;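 cells counted by Cell Tracker Red CMTPX staining in the red channel; peak over a dose series mostly up to 46.1 µM; percent activity relative to internal control wells on each plate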
The depositor's hits bear a star; i = inactive; u = inconclusive; x = no result given. % is set by controls: 0 for no effect and ±100 for the full control effect; potency is the fitted concentration of half-maximal effect. An excerpt; the hit share may differ from the screen's.

Each structure is followed by: Lipid storage S3, Lipid storage S3 cell count max
CC(=O)NCc1ccc(C(=O)CN2C(=O)NC3(CCCCC3C)C2=O)s1 (centres undefined)
 : u, x
COc1cc(Cl)ccc1OCc1cc(C(=O)N[C@H]2CCCCNC2=O)no1
 : u, x
CC1C(c2ccccc2)=NNc2nc3c(c(=O)n(C)c(=O)n3C)n21 (centres undefined)
 : 5%, 9
N#CCCn1cc(C(=O)O)c(-c2ccc3ccccc3c2)n1
 : u, x
CN1C(=O)C(O)(CC(=O)c2cccs2)c2ccccc21 (centres undefined)
 : u, x
Cc1ccc(NC2CCCN(C(=O)CSc3ccncc3)C2)cc1C (centres undefined)
 : u, x
Cc1ccc(NC(=O)CN(C)C(=O)c2ccc(Cl)c([N+](=O)[O-])c2)cc1
 : u, x
CCS(=O)(=O)/N=C(\N)c1ccccc1
 : u, x
C=CCn1c(SCC(=O)Nc2ccc(C(=O)OCC)cc2)nnc1-c1cccs1
 : i, -24
O=C(N[C@@H](Cc1ccc(Br)cc1)C(=O)O)OCC1c2ccccc2-c2ccccc21
 : u, x

Part of the list above, tab-delimited:
mol	Lipid storage S3	Lipid storage S3 cell count max
CN1C(=O)C(O)(CC(=O)c2cccs2)c2ccccc21 (centres undefined)	u	x
Cc1ccc(NC2CCCN(C(=O)CSc3ccncc3)C2)cc1C (centres undefined)	u	x
Cc1ccc(NC(=O)CN(C)C(=O)c2ccc(Cl)c([N+](=O)[O-])c2)cc1	u	x
CCS(=O)(=O)/N=C(\N)c1ccccc1	u	x
C=CCn1c(SCC(=O)Nc2ccc(C(=O)OCC)cc2)nnc1-c1cccs1	i	-24
O=C(N[C@@H](Cc1ccc(Br)cc1)C(=O)O)OCC1c2ccccc2-c2ccccc21	u	x

The list continues.
Each structure is followed by: Lipid storage S3, Lipid storage S3 cell count max
C/C(N)=C(/C#N)C(=O)CSc1nnc(Nc2cccc(C)c2C)s1
 : u, x
CC1COC2C(O1)N(S(C)(=O)=O)CCN2S(C)(=O)=O (centres undefined)
 : u, x
Cc1cc(C)c(C)c(OCCNCc2ccccc2)c1
 : u, x
O=C(NC(=S)Nc1ccc2[nH]c(=O)[nH]c2c1)c1ccccc1[N+](=O)[O-]
 : u, x
CCOc1ccc(C2(C)CC(=O)N(C)C2=O)cc1 (centres undefined)
 : u, x
Oc1ccc(/C=N/N2CCN(c3ccccn3)CC2)cc1
 : -5%, 4
O=C(Nc1ccc(S(=O)(=O)NC2CCCCC2)cc1)c1ccc(Br)o1
 : u, x
COc1ccc(N2CC(C(=O)Nc3cc(C)on3)CC2=O)cc1 (centres undefined)
 : u, x
CCN(Cc1nc2cc(Cl)ccc2c(=O)[nH]1)C(=O)c1nn(C)c(=O)c2ccccc12
 : 18%, 5
CCCn1nnc(NC(=O)/C=C/c2ccco2)n1
 : 1%, 19
Cc1ccccc1CS(=O)(=O)CCC(=O)NCCN1CCN(c2cccc(Cl)c2)CC1
 : u, x
Cc1ccc(C(=O)ONc2ccc(N=O)cc2)cc1
 : u, x
COc1ccc(/C=C/C(=O)c2ccccc2O)cc1
 : u, x
Cc1ccc(S(=O)(=O)NCC(=O)OC(C)C(=O)NC2CCCCC2C)cc1C (centres undefined)
 : u, x
CC(=O)Nc1ccc(NC(=O)c2c([N+](=O)[O-])c(C(C)(C)C)nn2C)cc1
 : -23%, 0
COC(=O)/C(C#N)=C/c1cc(C)sc1C
 : u, x
O=C(NC(=S)Nc1ccccc1Br)C1CCC1
 : u, x
CCN(C(=O)CN1CCCCC1)c1c(N)n(Cc2ccccc2)c(=O)[nH]c1=O
 : -2%, 1
CN1c2ccc([N+](=O)[O-])cc2N(C)C1(C)c1ccccc1 (centres undefined)
 : u, x
O=C(NC1CCCCC1)c1cc(C(=O)c2ccccc2Br)c[nH]1
 : u, x
O=C(Nc1nccs1)c1cccnc1
 : i, -13
Cc1ccc(-c2cc(=O)c3cc(C)ccc3[nH]2)cc1
 : 4%, 16
O=C(CCc1nc2ccccc2c(=O)[nH]1)OCC(=O)c1cccc(Cl)c1
 : u, x
CC1(C)C(=O)NCCN1C(=O)CSc1nccc(-c2ccc(Br)cc2)n1
 : -7%, -19
CCCCCCNC(=O)Cc1ccc(Br)cc1
 : u, x
Cc1ccc2cc(C3CC(c4ccco4)=NN3S(=O)(=O)c3ccccc3)c(Cl)nc2c1 (centres undefined)
 : 19%, 8
CCCCCNC(=O)Cc1cc(=O)[nH]c(=O)[nH]1
 : u, x
N#CCc1nc(CSc2nc3ccccc3s2)cs1
 : u, x
Cc1noc(C)c1COc1cccc(C(=O)NC(C)(C)C)c1
 : 55%, x
Nc1cccc(Nc2ccccc2)c1
 : -1%, -2
Cn1c(SCc2n[nH]c(=S)n2-c2ccccc2)nnc1-c1ccccc1
 : u, x
CCn1c(COc2ccc(=O)n(-c3ccccc3)n2)nnc1SCc1ccc(C)cc1
 : u, x
CCOc1nc(C)cc(C)c1S(=O)(=O)c1ccc(Cl)cc1
 : 23%, -1
CC(C)C[C@H](NC(=O)OC(C)(C)C)c1nnc(SCc2cccc(F)c2)o1
 : i, x
COc1ccc(OCCNC(=O)/C=C/c2ccc([N+](=O)[O-])cc2)cc1
 : u, x
O=C1[C@H]2[C@@H](c3ccc(F)cc3)N3C(=O)N(c4cccc(Br)c4)C(=O)[C@@]3(Cc3ccccc3)[C@H]2C(=O)N1C1CCCCC1
 : u, x
COC(=O)c1sc2nc(-c3ccccc3)c3c(c2c1N)CCCC3
 : 0%, 15
CC(=O)c1c(C)[nH]c(C(=O)N2CCc3ccccc32)c1C
 : u, x
COC(=O)c1ccc(Oc2nc(NC(C)(C)C)nc(N3CCOCC3)n2)cc1
 : u, x
COc1cc(OC)cc(C(=O)NNC(=O)CCc2ccccc2)c1
 : -2%, 1

Exported with tabs: part of the list above.
smiles	Lipid storage S3	Lipid storage S3 cell count max
COC(=O)c1sc2nc(-c3ccccc3)c3c(c2c1N)CCCC3	0%	15
CC(=O)c1c(C)[nH]c(C(=O)N2CCc3ccccc32)c1C	u	x

Following part
Each structure is followed by: Lipid storage S3, Lipid storage S3 cell count max
O=[N+]([O-])c1ccc(C(O)CN2CCN(Cc3ccccc3)CC2)cc1 (centres undefined)
 : -9%, 25
COC(=O)c1cccnc1NC(=S)NC(C)C
 : 1%, 3
O=C(C1=C[C@@H]2[C@H]3C(=O)N(c4ccc(Cl)cc4)C(=O)[C@H]3[C@@H](C(=O)c3ccc(Cl)cc3)N2C=C1)c1ccccc1
 : 21%, 15
CC(=O)N1CCN(Cc2nc(-c3cccc(Cl)c3)no2)CC1
 : u, x
CC(C)OCCCN(C)C1CCN(S(=O)(=O)c2ccc(-c3ccc(=O)[nH]n3)s2)CC1
 : u, x
Cn1cc(C(=O)C(=O)N2CCCc3ccccc32)c2ccccc21
 : 0%, 0
COc1ccc(C2/C(=C(\O)c3ccc(OC)c(Cl)c3)C(=O)C(=O)N2CCN(C)C)cc1 (centres undefined)
 : -4%, 8
C[C@@H]1NC(=O)[C@H](CCC(N)=O)NC(=O)c2cc([N+](=O)[O-])cc(I)c2NCCC[C@@H](C(N)=O)NC1=O
 : u, x
CC(C(=O)Nc1ccc(O)c(C(=O)O)c1)N1C(=O)/C(=C/c2cccs2)SC1=S (centres undefined)
 : u, x
CC(C)[C@H]1C(=O)Nc2ccccc2N1C(=O)N[C@@H](Cc1ccccc1)C(=O)N[C@@H](C(=O)O)c1ccccc1
 : 8%, 13
N=C1c2ccccc2CN1NC(=O)COc1ccc(Cl)cc1
 : u, x
CC(O)(CS(=O)(=O)Cc1ccccc1)c1ccccc1 (centres undefined)
 : 8%, 11
CC(C)N(C)CCOC(=O)C1COc2ccccc2O1 (centres undefined)
 : u, x
CCCCNC(=O)C(c1ccc(OCC(=O)OC)c(C(=O)OC)c1)N(CCOC)C(=O)CCCCCN1C(=O)NC(c2ccc(-c3ccccc3)cc2)C(C(=O)OCc2ccccc2)=C1C (centres undefined)
 : 11%, x
COC(=O)/C=c1/sc2n(c1=O)CCN=2
 : u, x
COc1ccc(CNS(=O)(=O)NCc2ccc(C)cc2)cc1OC
 : u, x
COC(=O)/C(C#N)=C\c1c(OC)[nH]c2ccccc12
 : -1%, -7
CC(=O)NC(c1ccc2ccccc2c1)c1ccc2cccnc2c1O (centres undefined)
 : u, x
Cc1ccccc1NC(=O)c1ccc(CN2CCc3ccccc3C2)cc1
 : u, x
Cc1cc(OCCCCNC(C)C)cc(C(C)C)c1
 : -8%, -17
Fc1ccc(-c2cnc[nH]2)cc1
 : u, x
CC1(NC(=S)Nc2ccc(NC(=S)NC3(C)CCS(=O)(=O)C3)cc2)CCS(=O)(=O)C1 (centres undefined)
 : -2%, x
COc1cc2[nH]c(=S)n(C3CCCC3)c(=O)c2cc1OC
 : u, x
O=C(Nc1nccs1)c1ccc[nH]c1=O
 : u, x
C=CCN(C(=O)CCS(=O)(=O)c1cccc2nsnc12)c1ccccc1
 : u, x
Cc1ccccc1S(=O)(=O)N1[C@@H](c2ccc(F)cc2)C(C(=O)O)=CC[C@H]1c1ccc(Cl)cc1
 : -2%, -10
COc1ccccc1-n1cnnc1SC(C)C(=O)Nc1ccc(NC(C)=O)cc1 (centres undefined)
 : -2%, 3
CC(/C=N/n1c(-c2n[nH]c3c2CCC3)n[nH]c1=S)=C\c1ccco1
 : 0%, 5
COCC(=O)n1cc(C(=O)OC)c2ccccc21
 : 14%, -1
O=S(=O)(c1ccc(NC(=S)NCc2ccncc2)cc1)N1CCCCC1
 : 8%, 7

Already shown: entries from further up.
Each structure is followed by: Lipid storage S3, Lipid storage S3 cell count max
CC(=O)NCc1ccc(C(=O)CN2C(=O)NC3(CCCCC3C)C2=O)s1 (centres undefined)
 : u, x
COc1cc(Cl)ccc1OCc1cc(C(=O)N[C@H]2CCCCNC2=O)no1
 : u, x
CC1C(c2ccccc2)=NNc2nc3c(c(=O)n(C)c(=O)n3C)n21 (centres undefined)
 : 5%, 9

Other structures:
Each structure is followed by: Lipid storage S3, Lipid storage S3 cell count max
Cc1ccc(C)c(N2CCN(S(=O)(=O)c3c(C)noc3/C=C/N(C)C)CC2)c1
 : i, 4
COc1ccc(/C=C2\CCc3ccccc3C2=O)cc1Cn1nc(C)cc1C
 : u, x
Cc1ccc(CNC(=O)c2ccc(NC(=O)C3=CSCCO3)cc2)cc1
 : u, x
Cc1nn(-c2ccc3nnc(Br)n3n2)c(C)c1Br
 : -1%, 10
CCOc1cc(C(=O)N2CCN(c3ccccn3)CC2)cc(OCC)c1OCC
 : u, x
COCc1c(C(=O)N2CCN(Cc3ccc4c(c3)OCO4)CC2)oc2ccccc12
 : -13%, -12
O=C([C@H](Cc1ccccc1)N1C(=O)c2ccccc2C1=O)N1CCOCC1
 : i, x
CCn1c(SC(C)C)nnc1C1CCN(S(=O)(=O)c2ccc(OC)cc2)CC1
 : 11%, -12
Cc1cc(NC(=O)Nc2ccccc2Cl)no1
 : u, x
CC(C)(C)c1ccc(OCCCN2CCCC2)cc1
 : 1%, 6

Random excerpt: 5 entries already listed
Each structure is followed by: Lipid storage S3, Lipid storage S3 cell count max
O=[N+]([O-])c1ccc(C(O)CN2CCN(Cc3ccccc3)CC2)cc1 (centres undefined)
 : -9%, 25
CCS(=O)(=O)/N=C(\N)c1ccccc1
 : u, x
Cc1ccc(C(=O)ONc2ccc(N=O)cc2)cc1
 : u, x
Cc1ccc(NC(=O)CN(C)C(=O)c2ccc(Cl)c([N+](=O)[O-])c2)cc1
 : u, x
CC(C)C[C@H](NC(=O)OC(C)(C)C)c1nnc(SCc2cccc(F)c2)o1
 : i, x

More structures:
Each structure is followed by: Lipid storage S3, Lipid storage S3 cell count max
CCOC(=O)c1c(N)c(C#N)c2n1CCCC2
 : u, x
COc1ccc(NC(=O)CN2CCC3(O)CCCCC3C2c2cc(OC)ccc2OC)cc1 (centres undefined)
 : u, x
O=C(NC1CCCCC1)NC1CC2CCC(C1)N2C(=S)NCc1ccco1 (centres undefined)
 : 0%, x
O=C(CN(C(=O)c1csnn1)c1ccc(F)c(Cl)c1)NC1CCCC1
 : u, x
Cn1c(COc2ccc([N+](=O)[O-])cc2)nnc1SCC(N)=O
 : i, 24
COc1cccc(NC(=O)CCN2C(=O)c3ccccc3S2(=O)=O)c1
 : u, x
COc1cccc(OC)c1C(=O)NC(=S)NNC(=O)[C@H]1C[C@@H]1c1ccccc1
 : u, x
CCC(C)NCCOCCSc1ccc(Cl)cc1 (centres undefined)
 : 1%, 14
Cn1nc(C(=O)Nc2cccc(S(N)(=O)=O)c2)c2ccccc2c1=O
 : 6%, 2

High-throughput results as filed in PubChem BioAssay.
